KCNQ1 act = potentiates or activates the human KCNQ1 potassium channel; P51787; AID 2648; B-score at 10 µM; actives 0.35% (n = 310,000); CHO-K1 KCNQ1, thallium flux FluxOR fluorescence; hits give high values;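 active = fluorescence ratio B-score, a plate-corrected score, at least three library SD, with initial intensity B-score within 5 SD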
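assay system = CHO-K1 cells stably expressing KCNQ1 | medium = assay buffer, equal DMSO in all wells | timing = 37 °C overnight plating, 90-min dark dye load, 20-min compound pretreatment | measured by = kinetic FluxOR thallium fluorescence, 10-s 1-Hz baseline, 110-s post-stimulus read | measure = fluorescence change relative to baseline, converted to B score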
Dyrk1A ADPGlo = blocks rat Dyrk1A kinase activity. Q63470. ADP-Glo luminescence, NFATc1 peptide. inhibition, % at 12.5 µM. actives 0.43% (n = 310,000). AID 504441; in the data active = inhibition above about 50%;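 note: plate controls were vehicle with enzyme for no effect and no enzyme for full effect; many of its hits are not listed in these tables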
KCNK3 inh = human KCNK3 channel inhibition, primary screen | O14649 | CHO-KCNK3 thallium flux, FluxOR fluorescence; hits give low values | B-score at 10 µM | actives 0.84% (n = 340,000) | AID 602410;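 active = B-score under library mean minus 4 SD, starting fluorescence ratio at most library mean plus 5 SD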;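 note: more negative B-score means stronger inhibition of thallium flux through KCNK3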
hERG rescue = shields human hERG channel from block by proarrhythmic agents; Q12809; CHO-hERG, FluxOR thallium flux, dofetilide IC70 present; activation (rescue from dofetilide block), less the hit threshold, % at 10 µM; actives 0.51% (n = 310,000);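 active = activation above the mean of controls blocked by dofetilide plus 5 SD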;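 note: thallium influx through hERG after potassium depolarization seen as dye fluorescence rise; in these data hits start at about 4.7%; inactives centre near -7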
KCNQ1 inh = blocks the human KCNQ1 potassium channel; P51787; CHO-K1 KCNQ1, FluxOR thallium flux fluorescence; hits give high values; B-score at 10 µM; actives 1.3% (n = 310,000); AID 2642;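 active = compounds whose thallium flux B-score, printed positive for inhibition, exceeds three library SD while starting fluorescence stays within three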;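 note: channel opened by potassium depolarization with thallium stimulus after 20 min compound exposure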
PolyA inhibitor = yeast polyadenylation inhibition. S. cerevisiae SKY197-pL101 polyadenylation reporter, beta-gal luminescence; efflux-impaired pdr1/pdr3 knockout yeast; score 100 = 6 SD above DMSO. calls only at 12 µM. actives 0.02% (n = 300,000);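 active = lowest replicate activity score at least 50, where 100 means six control SD above control mean; inconclusive = lowest score under 50 but half or more replicates reach 50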;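 note: yeast exposed to compound for 9 h at 30 °C; higher score means more reporter readthrough which indicates perturbed polyadenylation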
GSK3beta inhib = blocks human GSK3beta kinase activity; P49841; GST-GSK3beta kinase, ADP-Glo luminescence, 60 min; hits give low values; activity score (negative = inhibition), % at 10 µM; actives 0.038% (n = 300,000);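 active = more than half of replicate wells score below -50%, meaning over 50% inhibition versus plate controls; inconclusive = some replicates but at most half score below -50%; inactive = no replicate scores below -50%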;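 note: 0% = median DMSO wells and -100% = median GW8510 positive control wells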
Target sequence (P49841 whole entry, looked up): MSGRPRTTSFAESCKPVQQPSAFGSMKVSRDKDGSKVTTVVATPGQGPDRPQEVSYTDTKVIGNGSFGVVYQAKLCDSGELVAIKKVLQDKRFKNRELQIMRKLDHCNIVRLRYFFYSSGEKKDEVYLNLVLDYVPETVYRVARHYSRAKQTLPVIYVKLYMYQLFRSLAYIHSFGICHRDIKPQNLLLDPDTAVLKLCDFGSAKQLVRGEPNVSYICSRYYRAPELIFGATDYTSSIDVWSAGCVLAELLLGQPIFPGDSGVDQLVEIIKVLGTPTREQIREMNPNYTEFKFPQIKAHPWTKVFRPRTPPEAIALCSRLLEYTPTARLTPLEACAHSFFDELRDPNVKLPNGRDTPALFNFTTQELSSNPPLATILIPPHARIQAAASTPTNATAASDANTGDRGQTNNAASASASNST
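Test system – GST-tagged human GSK3beta kinase, cell-free · Incubation – 60 min enzyme reaction, room temperature · Signal – ADP-Glo luminescence · Also added – peptide substrate and ATP at 25 µM · Controls – DMSO neutral wells and GW8510 at 20 µM as positive · Buffer or medium – Tris/MgCl2 kinase buffer · Measure – Luminescence-derived activity versus plate DMSO and GW8510 wells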
KCNK9 inh = blocks the human KCNK9 two-pore domain potassium channel. Q9NPC2. HEK293 KCNK9, FluxOR thallium flux fluorescence; hits give low values. B-score at 10 µM. actives 1.2% (n = 310,000). AID 488922;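 active = ratio B-score over 3 SD below the library mean, with starting fluorescence within 5 SD of its mean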;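 note: negative B-score means less thallium flux so channel inhibition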
Target sequence (Q9NPC2 whole entry, looked up, the tested form may be a part): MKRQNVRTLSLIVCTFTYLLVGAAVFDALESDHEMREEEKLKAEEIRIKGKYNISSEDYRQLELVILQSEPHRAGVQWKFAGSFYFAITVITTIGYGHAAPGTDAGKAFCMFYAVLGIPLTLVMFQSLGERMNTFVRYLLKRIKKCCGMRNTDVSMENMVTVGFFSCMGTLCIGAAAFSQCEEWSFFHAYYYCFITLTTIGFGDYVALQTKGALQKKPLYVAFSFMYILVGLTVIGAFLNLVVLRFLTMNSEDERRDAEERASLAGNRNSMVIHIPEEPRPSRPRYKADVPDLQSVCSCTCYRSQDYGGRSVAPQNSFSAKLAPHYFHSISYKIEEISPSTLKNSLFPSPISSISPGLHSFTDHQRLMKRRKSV
GSK3 alpha inh = human GSK-3 alpha kinase inhibition | P49840 | ADP-Glo luminescence, 60 min | inhibition, % at 10 µM | actives 0.1% (n = 320,000);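 in the data active = inhibition above about 50%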;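 note: GST-tagged GSK-3 alpha with peptide substrate and 25 µM ATP; 0% = DMSO neutral wells and 100% = GW8510 positive control wells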
RGS4 pot = RGS4 potentiation or activation; B-score at 10 µM; HEK293 M3R/inducible RGS4, carbachol calcium flux Fluo4; hits give low values; actives 0.92% (n = 310,000);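 active = B-score of the integrated calcium signal more than 4 SD below the library mean, with starting fluorescence not abnormally high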;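 note: negative B-score means reduced calcium response which marks RGS4 activation or potentiation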
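Assay system: HEK293 FlpIn-TREx cells, stable M3R, doxycycline-inducible RGS4 / Probe or stimulus: carbachol, ECmax concentration / Times: overnight RGS4 induction, 30 min dye load 37 °C, 20 min compound RT / Signal: kinetic calcium fluorescence imaging with Fluo4-AM dye, 2 µM / Measure: Agonist-evoked peak-minus-minimum fluorescence over baseline, integrated ratio, B score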
HDAC3 inh = blocks human histone deacetylase 3 | inhibition, % at 8.3 µM | O15379 | actives 0.15% (n = 320,000) | AID 2718 | recombinant HDAC3, fluorogenic peptide/trypsin coupled, fluorescence; in the data active = inhibition above about 26%, passing the limit was not always enough; inconclusive = no clear call, values can overlap the other calls
Starred values were filed as active, the others as inactive; i = inactive; ? = inconclusive; · = not tested or not shown.

SMILES	KCNQ1 act	Dyrk1A ADPGlo	KCNK3 inh	hERG rescue	KCNQ1 inh	PolyA inhibitor	GSK3beta inhib	KCNK9 inh	GSK3 alpha inh	RGS4 pot	HDAC3 inh
COc1ccc(/C=C(\NC(=O)c2ccc(OC)cc2)C(=O)Nc2cccc(C(=O)O)c2)cc1	i	1	i	-6	i	i	3	i	-3	i	7
CCCCOc1ccc([N+](=O)[O-])cc1C(=O)O	i	-5	i	-15	i	i	1	i	-3	i	-7
COC(=O)c1ccc(NC(=O)c2ccccc2)o1	i	-3	i	-13	i	i	2	i	3	i	5
CC1(C)Cc2c(c(-c3ccccc3)nc3[nH][nH]c(=O)c23)CO1	i	8	i	-6	i	i	-3	i	5	i	-2
COc1ccc(OC)c(C2=NOC(C(=O)NCCN3CCOCC3)C2)c1 (stereo unspecified)	i	-9	i	-4	i	i	0	i	-2	i	0
COc1ccc(CC(=O)NNc2ncnc3c2cnn3C)cc1	i	0	i	-15	i	i	-1	i	-1	i	-1
N#C/C(=C\c1cccc(OCC(=O)O)c1)c1nc2ccccc2[nH]1	i	15	i	-6	i	i	-2	i	-1	i	-7
COc1cccc(CN2CCN(C3CCN(c4cccc(C)c4C)CC3)CC2CCO)c1 (stereo unspecified)	i	-5	i	-20	i	i	-2	i	-1	i	-3
O=C(COc1nsnc1N1CCOCC1)Nc1cccc(Cl)c1	i	1	i	-4	i	i	0	i	1	i	-5
O=C(/C=C/c1c(F)cccc1Cl)N1CCc2ccccc2C1	i	-2	i	-7	i	i	3	i	·	i	7
Cc1cc(N)n(-c2ncnc3scc(-c4ccccc4)c23)n1	i	-1	i	-4	i	i	1	i	-1	i	3
CCN(Cc1ccccc1)C(=O)c1c[nH]c2ccc(S(=O)(=O)N(C)CCC#N)cc2c1=O	i	1	i	-7	i	i	1	i	0	i	-1
O=S(=O)(c1ccccc1)c1cnc2ccccc2c1	i	1	i	-2	i	i	1	i	-1	i	1
CN(c1ccccc1C(=O)N1CCc2ccccc2C1)S(C)(=O)=O	i	3	i	-10	i	i	-1	i	-3	i	14
Cc1ccc(Nc2c(-c3ccc(N4CCOCC4)cc3)nc3ncccn23)cc1C	i	-3	i	-8	i	i	-3	i	2	i	-2
CC1CCc2sc(C(=O)N(C)CC(=O)Nc3cccc(F)c3)cc2C1 (stereo unspecified)	i	-2	i	-11	i	i	-5	i	-3	i	8
CC(=O)N/C(=N\OCc1ccccc1Cl)c1nonc1NC(C)=O	i	-9	i	-8	i	i	-1	i	-1	i	-1
Cc1cc(C)nc(N2N=C(C(F)(F)F)CC2=O)n1	i	12	i	-4	i	i	-1	i	-2	i	-8
O=C(CN(Cc1ccccc1)C(=O)CCC(=O)Nc1nccs1)NCc1ccccc1	i	2	i	-3	i	i	0	i	2	i	-3
COc1ccc(Nc2nc(C)cc(C)c2C#N)c(OC)c1	i	-2	i	-4	i	i	1	i	1	i	-5
CC(C)(C)c1ccc(-n2nc(C(N)=O)c(O)cc2=O)cc1	i	-3	i	-1	i	i	1	i	-2	i	3
C[n+]1cnn2c1SCC1(COC1)C2	i	-6	i	-2	i	i	0	i	-3	i	-3
COc1ccc(C(=O)c2c(C)c3cc(C)ccc3n2CC(O)CN2CCOCC2)cc1 (stereo unspecified)	i	1	i	-5	i	i	-3	i	1	i	10
OC(CNCc1ccc(-c2ccccc2)cc1)c1ccccc1 (stereo unspecified)	i	-9	i	-19	i	·	0	i	7	i	-1

Compounds from the list above that contain an NH in an aromatic ring (3):
SMILES	KCNQ1 act	Dyrk1A ADPGlo	KCNK3 inh	hERG rescue	KCNQ1 inh	PolyA inhibitor	GSK3beta inhib	KCNK9 inh	GSK3 alpha inh	RGS4 pot	HDAC3 inh
CC1(C)Cc2c(c(-c3ccccc3)nc3[nH][nH]c(=O)c23)CO1	i	8	i	-6	i	i	-3	i	5	i	-2
N#C/C(=C\c1cccc(OCC(=O)O)c1)c1nc2ccccc2[nH]1	i	15	i	-6	i	i	-2	i	-1	i	-7
CCN(Cc1ccccc1)C(=O)c1c[nH]c2ccc(S(=O)(=O)N(C)CCC#N)cc2c1=O	i	1	i	-7	i	i	1	i	0	i	-1

Later entries
SMILES	KCNQ1 act	Dyrk1A ADPGlo	KCNK3 inh	hERG rescue	KCNQ1 inh	PolyA inhibitor	GSK3beta inhib	KCNK9 inh	GSK3 alpha inh	RGS4 pot	HDAC3 inh
COc1cccc(OC)c1C(=O)Nc1ccc(C(=O)c2ccncc2)cc1	i	-5	i	-13	i	i	-6	i	1	i	13
Cc1csc(C(C)N(C)C(=O)CCc2nnc(CCc3ccccc3)o2)n1 (stereo unspecified)	i	-3	i	-10	i	i	0	i	-2	i	-1
O=C1CN(C(=O)CN2CCCC2)C(c2ccccc2)c2cc(Br)ccc2N1 (stereo unspecified)	i	-10	i	-2	i	i	-1	i	0	i	0
COc1ccc(N2CCN(S(=O)(=O)c3ccc4c(c3)CC(C)N4C(=O)C3CC3)CC2)cc1 (stereo unspecified)	i	-1	i	-5	i	i	-1	i	-2	i	8
Cc1ccc(N(Cc2cc3ccc(C)cc3[nH]c2=O)C(=O)c2ccco2)cc1	i	-3	i	-14	i	i	4	i	0	i	3
COc1ccc(CN2C(=O)c3ccccc3C(/C=N\OCc3ccc(C)cc3)C2=O)cc1 (stereo unspecified)	i	-2	i	-13	i	i	-6	i	-3	i	-8
CCC(=O)NC(=S)Nc1ccc(NC(=S)NC(=O)c2ccc(C)cc2)cc1	i	-2	i	-6	i	i	2	i	0	i	-5
O=C(c1cccs1)N1CCCC(c2nc3c(nnn3Cc3ccccc3)c(=O)[nH]2)C1 (stereo unspecified)	i	2	i	-18	i	i	3	i	4	i	1
c1cc2c(cc1-c1[nH]ncc1CN1C[C@H]3CC[C@H]1C3)OCO2	i	1	i	-11	i	i	1	i	0	i	-1
CCOC(=O)CNC(=O)CSc1nc2nc(C)c(Br)cc2[nH]1	i	1	i	-8	i	i	4	i	-3	i	10
O=c1[nH]c2ccccc2c2nc3ccccn3c12	i	22	i	-8	i	·	-1	i	3	i	4
COc1cc(/C=N/n2cnnc2)ccc1OC(=O)c1cccnc1	i	26	i	-4	i	i	-1	i	2	i	7
Cn1cccc1CNC(=S)Nc1ccccc1F	i	-3	i	-10	i	i	-1	i	-2	i	7
CC(C)NC(=O)CSc1nc2ccccc2n1CC(=O)N(C(C)C)C(C)C	i	5	i	-18	i	i	-1	i	·	i	·
O=C(NCC(=O)N1CC=C(c2ccccc2)CC1)c1ccco1	i	-1	i	-10	i	i	-3	i	-5	i	4
Cc1cccc(NC(=O)[C@H](C)NC(=O)[C@@H]2Cc3ccccc3CN2C(=O)OC(C)(C)C)c1	i	-2	i	-11	i	i	0	i	-2	i	6
O=C1N=c2ccccc2=C1c1sc(=S)n(NC(=O)c2cccc(O)c2)c1O	i	-2	i	-4	i	i	0	i	·	i	·
O=C(CN1CCOC1=O)N1CCCC(N2CCN(c3cccc(C(F)(F)F)c3)CC2)C1 (stereo unspecified)	i	-4	i	-9	i	i	·	i	0	i	-1
CCOC(CNC(=O)c1ccc2c(c1)ncn2-c1ccc(F)c(F)c1)OCC	i	2	i	-4	i	i	0	i	0	i	-1
Cc1ccc2c(c1)C(c1ccc(N3CCOCC3)cc1)=NNC(c1cccs1)=N2	i	0	i	-10	i	i	-1	i	0	i	?
Cc1cc(OCC(=O)NCCO)ccc1Cl	i	3	i	-4	i	i	-2	i	0	i	-2
COc1ccc(NC(=O)N2CCN(c3ccc([N+](=O)[O-])cc3)CC2)cc1	i	-7	i	-9	i	i	1	i	1	i	-4
Cc1cccc(S(=O)(=O)Nc2nc3ccccc3nc2NCc2ccc3c(c2)OCO3)c1	i	-4	i	-6	i	i	2	i	0	i	-1
CC1CC(C)CN(C(=S)Nc2ccc(SC(F)F)cc2)C1 (stereo unspecified)	i	·	i	-3	i	i	10	i	-2	i	6
CC(=O)c1c(C)[nH]c(C(=O)NCc2ccccn2)c1C	i	4	i	-2	i	i	-1	i	-5	i	0
O=C(c1ccccn1)N1N=C2/C(=C/c3ccccc3)CCCC2C1c1ccccc1 (stereo unspecified)	i	10	i	-9	i	i	-1	i	1	i	3
O=C(c1ccc(F)cc1)N1CCCC(N2CCN(Cc3ccc4c(c3)OCO4)CC2)C1 (stereo unspecified)	i	-2	i	-7	i	i	5	i	-3	i	2
Cc1ccc(CNC(=O)c2coc(=O)c3ccccc23)o1	i	-3	i	-5	i	i	4	i	1	i	-1
CCN(CC)C(=O)C1CCN(S(=O)(=O)c2ccc(C3CNC(=O)C3)cc2)CC1 (stereo unspecified)	i	-7	i	-7	i	i	0	i	-2	i	5
COc1ccc2cc(CN(CCCN3CCOCC3)Cc3nnnn3C3CCCC3)c(=O)[nH]c2c1	i	-3	i	-5	i	i	-3	i	-2	i	-3
Cc1[nH]c2ccccc2c1CN1CCN(c2ccccn2)CC1	i	·	i	-6	i	i	-1	i	-5	i	-2
Cc1c(N=C2N=C(NC(=O)c3ccc(F)cc3)c3ccccc32)c(=O)n(-c2ccccc2)n1C	i	-3	i	-27	i	i	·	i	-2	i	-8
COC(=O)c1ccccc1S(=O)(=O)N1CCCC(c2nc3c(nnn3Cc3ccc(C)cc3)c(=O)[nH]2)C1 (stereo unspecified)	i	4	i	-11	i	i	0	i	-3	i	1

Grouped by structure: those above with a Cl atom (4)
SMILES	KCNQ1 act	Dyrk1A ADPGlo	KCNK3 inh	hERG rescue	KCNQ1 inh	PolyA inhibitor	GSK3beta inhib	KCNK9 inh	GSK3 alpha inh	RGS4 pot	HDAC3 inh
O=C(COc1nsnc1N1CCOCC1)Nc1cccc(Cl)c1	i	1	i	-4	i	i	0	i	1	i	-5
O=C(/C=C/c1c(F)cccc1Cl)N1CCc2ccccc2C1	i	-2	i	-7	i	i	3	i	·	i	7
CC(=O)N/C(=N\OCc1ccccc1Cl)c1nonc1NC(C)=O	i	-9	i	-8	i	i	-1	i	-1	i	-1
Cc1cc(OCC(=O)NCCO)ccc1Cl	i	3	i	-4	i	i	-2	i	0	i	-2

Some of the compounds tested (hit frequency here may not be typical).
